# Assay outcomes deposited in PubChem BioAssay by several laboratories.
# TNAP act hi DEA: increases human TNAP activity under high phosphate acceptor concentration. P05186. purified TNAP, CDP-star luminescence, 1 M DEA, 30 min; stronger effect = higher value; 0 = EDTA background, 1 = DMSO-only activity. 200,000 tested, under 10 active. AID 1136. activation factor at 20 µM;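 active means activation factor at least 2 at 20 µM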
# Target sequence (P05186 whole entry, looked up): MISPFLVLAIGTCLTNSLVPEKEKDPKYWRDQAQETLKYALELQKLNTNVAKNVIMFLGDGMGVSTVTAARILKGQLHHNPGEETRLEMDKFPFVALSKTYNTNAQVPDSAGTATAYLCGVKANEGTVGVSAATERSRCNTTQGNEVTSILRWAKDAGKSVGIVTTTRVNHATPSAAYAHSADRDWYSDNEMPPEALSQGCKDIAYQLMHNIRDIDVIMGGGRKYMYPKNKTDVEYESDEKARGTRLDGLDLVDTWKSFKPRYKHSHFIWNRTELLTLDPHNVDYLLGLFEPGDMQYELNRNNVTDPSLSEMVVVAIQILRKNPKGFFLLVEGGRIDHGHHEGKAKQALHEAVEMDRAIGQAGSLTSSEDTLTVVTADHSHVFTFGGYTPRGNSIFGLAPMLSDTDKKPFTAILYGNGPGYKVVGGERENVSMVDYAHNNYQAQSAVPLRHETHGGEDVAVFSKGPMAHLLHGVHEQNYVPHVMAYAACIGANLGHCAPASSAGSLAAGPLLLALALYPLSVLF
#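 Control set: EDTA negative control, DMSO positive control / Assay system: human TNAP / Quantity: TNAP 1/800 final / Evaluation: TNAP activation factor scaled between EDTA and DMSO control wells / Measured by: luminescent substrate turnover signal / Compound dosing: one dose, 20 µM / Times: 30 min enzyme reaction at room temperature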
# FLuc inhib CS: counter-screen for luciferase assay inhibitors: firefly luciferase inhibition; P08659; ATPLite firefly luciferase biochemical luminescence, 10 min; inhibition, % at 10 µM; 200,000 tested, 1.5% active; AID 1006;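 active means inhibition above about 50% when tested at 10 µM, limit read from the data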
# Target sequence (P08659 whole entry, looked up): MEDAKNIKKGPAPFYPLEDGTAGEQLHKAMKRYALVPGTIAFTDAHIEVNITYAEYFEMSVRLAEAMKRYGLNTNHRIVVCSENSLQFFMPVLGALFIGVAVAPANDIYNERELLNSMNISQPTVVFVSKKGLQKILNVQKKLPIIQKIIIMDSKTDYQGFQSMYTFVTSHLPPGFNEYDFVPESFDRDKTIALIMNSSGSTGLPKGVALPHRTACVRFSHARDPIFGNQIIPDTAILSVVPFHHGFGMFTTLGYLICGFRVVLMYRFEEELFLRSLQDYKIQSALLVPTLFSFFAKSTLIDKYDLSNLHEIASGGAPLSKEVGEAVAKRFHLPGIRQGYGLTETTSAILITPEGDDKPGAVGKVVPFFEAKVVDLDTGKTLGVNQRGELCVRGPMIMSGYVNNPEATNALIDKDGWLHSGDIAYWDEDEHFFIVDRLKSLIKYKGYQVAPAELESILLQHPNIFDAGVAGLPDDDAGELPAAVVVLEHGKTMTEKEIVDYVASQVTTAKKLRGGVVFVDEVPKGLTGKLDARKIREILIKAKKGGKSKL
# RAM network inh: blocks the yeast RAM network. S. cerevisiae dse1pr::URA3 reporter, 5-FOA growth OD615, 2 d; analog-sensitive cbk1-as2 kinase mutant strain. inhibition, % at 50 µM. 190,000 tested, 1.8% active. AID 868;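 active means inhibition above a set limit, 3 SD over mean compound inhibition, cut at about 8.4% in these data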;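 further: 0% = DMSO-only wells with no growth and 100% = 10 µM 1-NA-PP1 full growth; inhibition rescues growth on 5-FOA so higher OD means more RAM inhibition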
# TNAP inh noacc: blocks human TNAP activity with no phosphate acceptor present; P05186; purified TNAP, CDP-star luminescence, 30 min; inhibition, % at 20 µM; 200,000 tested, 0.26% active; AID 1012;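 active means tissue-nonspecific alkaline phosphatase inhibition above about 50% at 20 µM in the single-dose screen, limit read from the data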;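 further: 0% = DMSO negative control and 100% = EDTA positive control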
# APP 5UTR inh: APP translation inhibition. SH-SY5Y APP 5'UTR-luciferase reporter, luminescence. inhibition, % at 2 µM. 190,000 tested, 0.82% active;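 active means inhibition above a set limit, derived from the sample mean plus 3 SD, cut at about 45% in these data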; further: values of inactives mirror those of a sister screen read the other way
# Lmaj promast: reduces viability of Leishmania major promastigotes. resazurin fluorescence viability. inhibition, % at 10 µM. 200,000 tested, 9% active. AID 1063; in the data active means inhibition above about 50%;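 further: promastigotes grown with compound for 44 hours at 28 °C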
# bIAP activator: intestinal alkaline phosphatase (bovine) activation | purified bovine IAP, CDP-star luminescence, 30 min; stronger effect = higher value; fold of DMSO-control signal, blank-subtracted | activation factor at 20 µM | 200,000 tested, 0.17% active | AID 1016;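 active means activation factor of 2 or more at 20 µM, a signal rise over negative controls twice the positive control's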
# bIAP inh: blocks bovine intestinal alkaline phosphatase activity. inhibition, % at 20 µM. 190,000 tested, under 10 active. purified bovine IAP, CDP-star luminescence, 30 min;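 active means over 50% inhibition of intestinal alkaline phosphatase at 20 µM in the single-dose screen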
#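 Assay system – bovine IAP enzyme · Quantity – bovine IAP at 1/65,000,000 final dilution · Detection – CDP-star luminescence signal · Times – 30 min reaction at room temperature · Also added – CDP-star substrate at 30 µM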
# TNAP inh hiacc: TNAP (human) inhibition, high acceptor. AID 1135. inhibition, % at 20 µM. 200,000 tested, 0.03% active. P05186. purified TNAP, CDP-star luminescence, 1 M DEA;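 active means over 50% inhibition of tissue-nonspecific alkaline phosphatase at 20 µM in the single-dose screen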;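 further: plate controls were DMSO wells for no effect and EDTA-quenched wells as full inhibition for full effect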
# FLuc stim CS: affects firefly luciferase, flagging false hits in luciferase stimulation screens | ATPlite luciferase biochemical, luminescence, 10 min; 0 = ATP-free wells, 1 = DMSO control | activation factor at 10 µM | 200,000 tested, under 10 active | AID 1027;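 active means luciferase activation factor, scaled between plate controls, of at least 2 with compound at 10 µM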
#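 Material: luciferase plus luciferin reagent, cell-free. Medium: PBS buffer for ATP. Also added: ATP substrate, dispensed from a 10.24 µM working solution in PBS. Doses: test compounds dosed from 2 mM stocks in 100% DMSO. Incubation: 10 min post-reagent at room temperature. Technique: light output (luminescence). Read-out basis: luminescence gain marking luciferase activators.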
# * marks the source's active call; other numbers are inactive results.
no. | compound | FLuc inhib CS | FLuc stim CS | RAM network inh | TNAP inh hiacc | Lmaj promast | bIAP activator | TNAP inh noacc | APP 5UTR inh | TNAP act hi DEA | bIAP inh
1 | CCOC(=O)CC1(C)NC(=O)c2c(C)sc(C(=O)OCC)c2N1 (stereo not given) | -3.2 | 1 | 2.0 | 0.7 | -1.5 | 1 | -7.2 | 18.0 | 1 | 0.2
2 | O=C(/C=C/c1ccc(F)cc1)NC(=S)Nc1ccccc1C(=O)NC1CCCCC1 | 0.5 | 1 | 1.2 | -0.5 | 1.5 | 0.9 | -1.4 | 3.9 | 1 | 11.3
3 | CC(C)(C)c1ccc(OCCON2C(=O)CCC2=O)c(Cl)c1 | -4.5 | 1 | 0.5 | -3.6 | -1.9 | 0.9 | -22.2 | 8.8 | 1 | 6.0
4 | O=C(CSc1ncccn1)Nc1ccc(S(=O)(=O)N2CCCCC2)cc1 | -7.6 | 1.1 | 1.4 | 0.6 | 3.2 | 0.8 | -9.7 | -15.8 | 1 | 16.5
5 | O=C(NCc1cccnc1)c1cc2nc(-c3ccc4c(c3)OCO4)cc(C(F)(F)F)n2n1 | -1.5 | 1 | 2.2 | -2.9 | -3.4 | 1.2 | -9.3 | 10.1 | 1 | -24.3
6 | O=C(Oc1c(Cl)cc(Cl)c2ccccc12)N1CCCC1 | -6.2 | 1.1 | 2.3 | -2.6 | -0.1 | 0.9 | -12.7 | 10.5 | 1 | 10.0
7 | CCN(CC)/C(=N/S(=O)(=O)c1ccc(C)cc1)c1ccccc1 | -2.0 | 1 | 0.3 | -6.6 | -4.0 | 1 | -10.5 | 4.7 | 1.1 | 3.7
8 | COC(=O)C(C)NC(=O)CNS(=O)(=O)c1ccc(F)cc1 (stereo not given) | -2.3 | 1 | 1.9 | 0.3 | -6.2 | 1.1 | -7.8 | 15.1 | 1 | -10.1
9 | COc1ccc(CCNC(=O)c2csc3c2CCCC3)cc1 | -1.5 | 1 | 1.5 | -6.8 | -6.3 | 1 | -17.8 | -6.6 | 1.1 | -4.8
10 | COc1ccc(OCC(O)Cn2cnc(-c3ccc(Br)cc3)c2)cc1 (stereo not given) | -0.7 | 1 | 4.5 | 4.6 | -3.2 | 0.9 | 0.0 | 9.5 | 1 | 9.6
11 | O=C(COC(=O)COc1ccc(Cl)cc1Br)NCc1cccs1 | -2.2 | 1 | 0.1 | -7.3 | -2.9 | 1 | -17.5 | -16.1 | 1.1 | 3.0
12 | COC(=O)c1sccc1N/N=C/c1ccc(OC)c(OC)c1OC | -0.2 | 1 | 2.8 | -1.0 | 4.8 | 1.1 | -20.2 | -65.9 | 1 | -11.1
13 | CCSc1nc2c(c(=O)[nH]1)C(c1ccncc1)C(C(=O)OC)=C(C)N2 (stereo not given) | -8.0 | 1.1 | 0.4 | -3.0 | -6.5 | 1 | -15.2 | 1.8 | 1 | 2.9
14 | Cn1c(Cn2nnc3ccccc32)nnc1SCC(=O)N1c2ccccc2Sc2ccccc21 | -4.3 | 1 | 3.2 | -9.9 | 10.9 | 1.1 | -4.7 | 5.5 | 1.1 | -10.4
15 | COc1ccc(CCNC(=O)C(C)Sc2ccccc2)cc1OC (stereo not given) | -11.9 | 1.1 | 3.5 | -4.7 | -4.7 | 1 | 2.2 | 11.9 | 1 | -3.2
16 | Cc1cc(C(=O)N/N=C/c2ccc([N+](=O)[O-])cc2)c(C)o1 | 19.9 | 0.8 | 4.5 | -0.7 | -2.0 | 1.1 | -2.5 | -12.4 | 1 | -6.3
17 | CC1CCCC(=C\c2ccccc2)/C1=N/O (stereo not given) | -2.0 | 1 | -0.1 | 0.8 | -2.1 | 1 | -1.6 | -8.0 | 1 | 1.1
18 | COC(=O)C1=C(O)C(C(=O)OC)C(c2ccc(C)cc2)C(C#N)(C#N)C1c1ccc(C)cc1 (stereo not given) | -8.9 | 1.1 | 8.5* | -6.1 | 61.2* | 0.9 | -10.2 | -7.8 | 1.1 | 6.6
19 | OC(CNCC1CCCO1)Cn1c2ccc(Br)cc2c2cc(Br)ccc21 (stereo not given) | -7.1 | 1.1 | -1.7 | -2.5 | 100.6* | 0.8 | -10.0 | -8.3 | 1 | 22.1
20 | CCOC(=O)N1CCN(c2cc(=O)n(C3CCCCC3)c(=O)[nH]2)CC1 | -2.2 | 1 | 1.6 | 1.4 | -2.1 | 1 | -5.2 | 2.6 | 1 | -2.4
21 | Cn1c(=O)c2c(ncn2CC(=O)OCC(=O)NCc2ccccc2Cl)n(C)c1=O | -3.8 | 1 | 0.8 | -2.4 | -4.7 | 0.8 | -9.8 | 4.6 | 1 | 18.6
22 | O=C1CCCC(=O)N1c1ccc(Oc2ccc(Cl)cc2)cc1 | 2.9 | 1 | 0.8 | 1.3 | 23.1 | 1 | -10.4 | -4.7 | 1 | -3.0
23 | CC(=O)c1ccc(NC(=O)C(=O)c2cn(CC(=O)N3CCCCC3)c3ccccc23)cc1 | -6.6 | 1.1 | 3.0 | 1.0 | -0.9 | 1 | -21.6 | 10.3 | 1 | 3.5
24 | O=C(c1ccc(-c2nnc(-c3ccccc3)o2)cc1)N1CCCCCC1 | 26.3 | 0.7 | 2.3 | -6.7 | 5.5 | 0.9 | -9.6 | -52.1 | 1.1 | 5.7
25 | CCOC(=O)Cn1nnc(-c2ccc([N+](=O)[O-])cc2)n1 | -0.9 | 1 | -1.0 | -2.0 | -5.2 | 1 | -2.8 | -16.4 | 1 | -1.6
26 | COC(=O)Cn1c(CCS(=O)(=O)c2ccc(Cl)cc2)nc2ccccc21 | -4.5 | 1 | 3.0 | -1.2 | 46.4 | 1 | -4.6 | 15.2 | 1 | 0.0
27 | COC(=O)c1cc(Br)c(=O)n(CCc2ccc(O)cc2)c1 | -7.4 | 1.1 | 1.1 | -2.2 | -3.7 | 1 | -9.2 | -3.9 | 1 | 1.0
28 | S=c1nc(C2CCCCC2)n(-c2ccccc2)[nH]1 | 4.1 | 1 | -0.2 | -2.6 | 5.4 | 0.9 | -58.9 | 6.5 | 1 | 14.1
29 | O=C(NCC1CCCO1)C(=O)NCC(c1ccco1)N1CCN(c2ccccc2)CC1 (stereo not given) | -1.8 | 1 | 0.7 | -6.4 | 48.5 | 1.1 | -11.6 | -1.2 | 1.1 | -8.4
30 | CCOC(=O)C1CC(c2ccccc2)=NNC1=O (stereo not given) | -8.3 | 1.1 | 0.2 | -8.7 | -7.7 | 1 | -8.7 | -4.9 | 1.1 | 4.5
31 | C=CCNc1nnc(C)c2ccccc12 | -7.8 | 1.1 | -0.4 | -2.5 | 8.0 | 0.9 | -9.7 | 1.4 | 1 | 8.3
32 | O=C(N/N=C/c1ccc(N2CCOCC2)s1)c1ccccc1Br | -4.3 | 1 | -0.3 | 1.9 | -4.2 | 1 | -13.4 | 3.1 | 1 | 0.9
33 | O=C(NCc1ccncc1)C(=O)Nc1nc2ccccc2s1 | 31.7 | 0.7 | 3.0 | -5.7 | -3.3 | 0.9 | -15.5 | 14.8 | 1.1 | 7.0
34 | CCC(=O)OCC(=O)c1cc(C)n(-c2ccc(Br)cc2)c1C | 59.2* | 0.4 | 2.8 | -3.6 | 5.7 | 1 | -15.3 | -13.8 | 1 | -4.0
35 | COc1ccc(OC)c2[nH]c(=O)c(CCNC(=O)C(C)(C)C)cc12 | -7.3 | 1.1 | 1.1 | -5.6 | -4.2 | 1 | -1.6 | -13.9 | 1.1 | -2.2
36 | COc1ccc(NC(=O)Nc2nccs2)cc1 | 45.6 | 0.5 | 0.6 | -2.1 | -2.3 | 0.8 | -6.0 | -52.7 | 1 | 18.3
37 | Cc1ccc(C(=O)NCCSc2ccccc2)cc1S(=O)(=O)Nc1ccccc1 | -4.6 | 1 | 7.6 | 2.3 | 35.4 | 1 | -6.7 | -17.8 | 1 | 2.5
38 | CN(C(=O)CSC1=NC2C(N=N1)c1cc(Br)ccc1N2C)C1CCCCC1 (stereo not given) | -2.8 | 1 | 2.9 | 0.0 | -6.0 | 1.1 | -3.5 | 2.9 | 1 | -12.7
39 | C/C(=N\NC(N)=O)c1ccccc1 | 1.0 | 1 | 0.5 | 1.7 | 2.2 | 1 | -2.0 | 4.0 | 1 | 2.1
40 | Cc1nn(CCc2nn[nH]n2)c2nc(C(F)(F)F)cc(C(F)(F)F)c12 | 1.8 | 1 | -0.1 | -1.3 | 3.9 | 0.9 | -3.2 | 14.0 | 1 | 5.0
41 | Cc1ccc(S(=O)(=O)N(C)C)cc1NC(=O)c1ccccc1Br | -3.0 | 1 | 1.1 | 1.3 | -1.7 | 1.1 | -5.7 | -3.1 | 1 | -6.4
42 | COc1cccc(C(=O)N2CCN(C3CCC(c4ccccc4)CC3)CC2)c1OC (stereo not given) | -6.5 | 1.1 | 0.5 | -7.6 | 100.1* | 1.1 | -13.8 | -11.5 | 1.1 | -5.4
43 | Clc1ccc(-c2ccnc(Oc3ccc4ccccc4c3)n2)cc1 | -6.3 | 1.1 | 5.5 | -3.5 | -5.9 | 0.8 | 2.2 | -9.5 | 1 | 16.2
44 | Cc1ccc(C(=O)OCC(=O)NCC2CCCO2)c(C)c1 (stereo not given) | -3.7 | 1 | 0.9 | -2.1 | -2.4 | 1.1 | -5.8 | -9.5 | 1 | -10.4
45 | COc1ccc([N+](=O)[O-])cc1NC(=O)C(C)Sc1nc(C)c(C)c(C)n1 (stereo not given) | -3.7 | 1 | 1.5 | 0.3 | 46.7 | 1 | -1.9 | -15.9 | 1 | 4.7
46 | O=C(Oc1cccc2c(=O)[nH]ccc12)c1ccccc1 | 6.5 | 0.9 | 2.4 | -9.0 | -2.5 | 0.9 | -13.5 | 1.6 | 1.1 | 6.4
47 | O=c1c2c3c(sc2nc2sc(CN4CCCCC4)cn12)CCCC3 | -7.0 | 1.1 | 1.6 | -0.5 | -0.4 | 1 | -2.6 | -7.2 | 1 | -2.0
48 | COc1ccccc1C(=O)OCc1ccc2sc(C)nc2c1 | 20.4 | 0.8 | -0.8 | -8.0 | 4.0 | 1.2 | -14.7 | -11.1 | 1.1 | -16.9
49 | Cc1ccc(SCC(=O)Nc2cccc(C)c2)cc1 | -1.3 | 1 | 2.4 | -2.2 | -5.3 | 1 | -7.2 | 9.7 | 1 | -2.2
50 | COc1cccc(CNc2ccc([N+](=O)[O-])cc2C)c1 | -0.9 | 1 | 1.3 | 6.1 | -1.2 | 0.8 | 4.9 | 4.8 | 0.9 | 19.5
51 | O=C(Nc1nnc(-c2ccccc2Cl)o1)c1nc2ccccc2s1 | -1.7 | 1 | 3.6 | -3.1 | -5.6 | 0.9 | 4.9 | -10.0 | 1 | 11.3
52 | CCOc1ccc(NC(=O)CSc2n[nH]c(N)n2)c([N+](=O)[O-])c1 | -5.1 | 1.1 | 0.4 | -2.7 | 49.4 | 1.2 | 5.5 | 0.4 | 1 | -16.2
